# HIV peptide binding: inhibitors of HIV fusion peptide binding, primary screen, biochemical, uHTS, fluorescence dequenching (AID 1986). 290,000 tested, 0.3% active. one-dose inhibition, % at 20 µM; IC50 in µM for titrated hits. cell-free peptide binding, fluorescence dequenching, 30 min; higher % means a stronger effect; in the data active = inhibition mostly above about 52%, no sharp cut-off; inactive = mostly below about 76%; also: some results filed as inactive read as strong as hits
# GPR55 beta-arrestin: GPR55 agonists via beta-arrestin recruitment, primary screen, imaging, U2OS cells, beta-arrestin-GFP redistribution (AID 1961); U2OS GPR55 beta-arrestin-GFP redistribution imaging; higher % means a stronger effect; activation, % at 10 µM; hits with a dose series show EC50 in µM; 290,000 tested, 0.048% active;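 active = activation above 40% with more than 50 cells counted in the well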;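 also: U2OS osteosarcoma cells stably expressing GPR55 and beta-arrestin-GFP; plate controls were DMSO negative control for no effect and LPI positive control for full effect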
# Large T inhibition: TAg ATPase/helicase activity blockers – biochemical (AID 1903); SV40 large T antigen ATPase/helicase inhibition assay; higher % means a stronger effect; 310,000 tested, 0.39% active; one-dose inhibition, % at 20 µM; IC50 in µM for titrated hits; in the data active = a potency from the dose series; also: strong numbers were not always called active
# Rac1 GTP hydrolysis: MgcRacGAP GTPase-activating activity inhibitors, confirmation, biochemical, ADP Hunter fluorescence | 340,000 tested, 0.6% active | AID 624330 | MgcRacGAP-stimulated Rac1 GTP hydrolysis, ADP Hunter fluorescence; higher % means a stronger effect; GST-tagged Rac1 F28L mutant substrate | inhibition, % at 30 µM; hits with a dose series show IC50 in µM;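 active = first-screen hits whose inhibition reached a set limit at any dose in the follow-up dose series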;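 also: fluorescence reports GDP produced by GAP-driven GTP hydrolysis; strong numbers were not always called active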
# KOR beta-arrestin-1: KOR agonists, beta-arrestin recruitment, primary screen, cell-based, luminescence, uHTS (AID 1777); KOR beta-arrestin recruitment, luminescence; higher % means a stronger effect; activation, % at 10 µM; hits with a dose series show EC50 in µM; 280,000 tested, 0.02% active; in the data active = activation above about 50%, passing the limit was not always enough; also: a part of the inactive calls stands beside numbers as strong as those of hits
# GPR55 antagonists: inhibition of LPI-stimulated GPR55 beta-arrestin translocation – imaging, U2OS, beta-arrestin-GFP, LPI agonist, primary screen (AID 2013); 290,000 tested, 0.13% active; inhibition, % at 10 µM; hits with a dose series show IC50 in µM; U2OS GPR55 beta-arrestin-GFP translocation imaging, LPI antagonism; higher % means a stronger effect;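 active = spots per cell inhibited over 60%, with over 100 cells counted and total cytoplasm intensity under 500,000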;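 also: U2OS cells stably carrying GPR55 and arrestin-GFP stimulated by 5 µM LPI near EC80; imaged beta-arrestin-GFP aggregate spots per cell after agonist stimulation; plate controls were LPI-stimulated DMSO wells for no effect and DMSO wells without LPI for full effect; some results filed as inactive read as strong as hits; confirmed hits need IC50 under 10 µM and bright autofluorescent wells are also inconclusive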
# NOD1 inhibition: inhibition of NOD1-driven NF-kB reporter – cell-based, luminescence, uHTS, primary screen (AID 1578); NOD1-driven NF-kB luciferase reporter cells, luminescence; higher % means a stronger effect; inhibition, % at 4 µM, or EC50 in µM where a hit was titrated; 290,000 tested, 1% active; in the data active = inhibition mostly above about 36%, no sharp cut-off; inactive = mostly below about 34%;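 also: HEK-293T reporter cells stimulated with the NOD1 agonist gamma-tri-DAP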
# KOR beta-arrestin-2: KOR antagonists, beta-arrestin recruitment, cell-based, luminescence, uHTS (AID 1778); KOR beta-arrestin recruitment, luminescence, antagonist mode; higher % means a stronger effect; inhibition, % at 10 µM, or IC50 in µM where a hit was titrated; 290,000 tested, 0.091% active; also: strong numbers were not always called active
# NOD2 inhibition: NOD2 signaling inhibitors, cell-based, luminescence, uHTS, HEK293 (AID 1566); HEK293 NOD2/NF-kB luciferase reporter, luminescence; higher % means a stronger effect; inhibition, % at 4 µM; hits with a dose series show EC50 in µM; 290,000 tested, 0.63% active; also: many of its hits are not listed in these tables
# An asterisk follows results filed as active; · = not tested or not shown; [ ] = another dose, or the depositor's remark. Rule as the data show it, unless noted: active = inhibition above about 50%; inactive = the rest. Some of the compounds tested. The share of hits here may be higher or lower than overall.
# Each structure is followed by: HIV peptide binding	KOR beta-arrestin-2	GPR55 antagonists	GPR55 beta-arrestin	KOR beta-arrestin-1	NOD2 inhibition	Large T inhibition	NOD1 inhibition	Rac1 GTP hydrolysis
Cc1ccc2c(=O)c(CN3CCCCCC3)c(C)[nH]c2c1C
 : -0.1%	-25%	-10%	-0.1%	-1.1%	-4%	8%	-16%	1%
COc1ccc(CNC(=O)COC(=O)CC2CCCC2)cc1
 : 0.3%	·	20%	-0.4%	1.1%	5%	7%	17%	17%
O=C(NCN1CCN(c2ccccc2F)CC1)c1cccnc1
 : 0.3%	-54%	-4%	-0.1%	2.4%	0%	15%	20%	-13%
COc1ccc(CCN=C(C)c2cc(C)c(C)cc2O)cc1OC
 : 0.2%	38%	6%	-0.1%	-6.0%	15%	8%	-8%	8%
C[C@@H](CN1C(=O)C(=O)NC[C@@H]1C)NC(=O)CC12CC3CC(CC(C3)C1)C2
 : 0.3%	-10%[20 µM]	4%	-0.3%	1.8%	-3%	19%	-21%	6%
CC(C)(C)C1(O)CC(C(F)(F)F)=NN1C(=O)Cc1ccc([N+](=O)[O-])cc1 (stereo not drawn)
 : 0.2%	18%	-9%	-0.5%	-2.7%	18%	4%	-7%	0%
Clc1ccc(-c2nnc(-c3ccccc3)nc2-c2c[nH]c3ccccc23)cc1
 : 1.6%	-18%	-5%	-0.6%	-0.6%	-1%	5%	-40%	2%
COC(=O)c1ccnc(SCC(=O)c2ccccc2)c1
 : 0.6%	-10%	2%	0.1%	-1.1%	-57%	5%	-39%	5%
O=C1CCC(C(=O)N2CCCCCCC2)CN1Cc1cccc(C(F)(F)F)c1 (stereo not drawn)
 : 2.3%	-10%	-1%	-0.1%	7.8%	4%	4%	-25%	6%
Cc1cc(C)nc(/N=C(\N)Nc2ccc(S(=O)(=O)O)cc2)n1
 : 0.9%	-14%	-17%	1.1%	-1.7%	8%	1%	-35%	·
CC(C)CC(=O)NCc1ccc2[nH]c3c(c2c1)CCCC3
 : 1.0%	8%	11%	-0.4%	-3.9%	8%	8%	-6%	3%
CCN(CC)S(=O)(=O)c1cccc(NC(=O)COC(=O)c2ccc(Br)o2)c1
 : -1.7%	8%	-2%	-0.1%	-8.0%	8%	10%	-7%	13%
O=C(Cc1ccccc1[N+](=O)[O-])NCc1ccc(Cl)cc1Cl
 : -2.6%	-1%	2%	0.4%	-0.5%	-85%	3%	-8%	6%
CCOC(=O)N/N=C(C)/C=C/c1ccccc1
 : 1.6%	20%	11%	0.2%	0.5%	2%	4%	-37%	5%
Cc1c(OCC(=O)N[C@@H](Cc2ccccc2)C(=O)O)ccc2c3c(c(=O)oc12)CCC3
 : 3.9%	-45%[20 µM]	1%	0.5%	0.6%	1%	19%	-36%	5%
O=S(=O)(c1cc(Cl)ccc1Cl)n1nnc2ccccc21
 : -1.7%	19%	-9%	-0.2%	4.0%	19%	6%	2%	2%
O=C(CN1CCCCCC1)Nc1ccccc1[N+](=O)[O-]
 : -0.2%	-18%[20 µM]	13%	0.0%	-2.2%	8%	8%	-21%	6%
COc1ccc(C)cc1S(=O)(=O)N1CCCC(C(=O)N2CCN(c3ccccc3)CC2)C1 (stereo not drawn)
 : -2.6%	27%	10%	0.3%	-0.1%	-7%	19%	16%	6%
CC(=O)N1c2ccc(S(=O)(=O)N3CCCCC3)cc2CC1C(=O)Nc1ccc(F)cc1C (stereo not drawn)
 : -1.4%	-22%	6%	0.0%	1.3%	-8%	4%	-30%	12%
COc1cccc(NC(=O)COC(=O)CCCc2c[nH]c3ccccc23)c1
 : -1.0%	-14%	2%	0.3%	1.9%	4%	6%	-27%	9%
COc1ccccc1NC(=O)CSc1nc(O)cc(=O)[nH]1
 : 2.9%	21%	0%	-0.1%	-4.6%	3%	5%	-26%	16%
Nc1nc(C(F)(F)F)cc(=O)n1N
 : -2.1%	11%	10%	-0.4%	-1.9%	3%	6%	-28%	-3%
CCOc1ccc(/C=C2\C(=O)c3ccccc3OC2c2ccccc2)cc1 (stereo not drawn)
 : -0.5%	6%	-8%	1.0%	1.3%	·	6%	·	6%
Cc1ccc2c(c1)N(CC(=O)N1CCCCCC1)C(=O)c1cccnc1O2
 : -1.0%	-17%	8%	-0.1%	0.4%	-2%	18%	5%	-5%
COc1cc2[nH]c3c(=O)n(CCN4CCCCC4)cnc3c2cc1OC
 : -1.3%	28%	2%	-0.2%	-2.6%	8%	17%	9%	21%
COc1ccc(OC)c(-c2nc(C(=O)NCC3CCCO3)cc3c2[nH]c2ccccc23)c1 (stereo not drawn)
 : 4.7%	-24%[20 µM]	16%	-0.1%	1.3%	-9%	17%	-11%	8%
CCOC(=O)CC(=O)CSc1nnc(Cn2c(=O)sc3ccccc32)n1C
 : 0.9%	21%	25%	0.3%	-2.4%	11%	0%	21%	5%
Cc1cc(Br)c2c(c1)=C(c1sc(N3CCCCCC3)nc1O)C(=O)N=2
 : -12%	19%	18%	0.2%	-4.0%	-42%	1%	-39%	6%
CCOC(=O)c1c(C)[nH]c(C(=O)Cn2nnc(-c3ccccc3Cl)n2)c1C
 : 0.3%	-2%	-2%	-0.2%	11%	13%	1%	-51%	7%
C/C(=N\NC(N)=O)c1ccc(Cl)cc1
 : 0.6%	2%	6%	-0.1%	-3.6%	9%	13%	29%	2%

# (further entries)
# Each structure is followed by: HIV peptide binding	KOR beta-arrestin-2	GPR55 antagonists	GPR55 beta-arrestin	KOR beta-arrestin-1	NOD2 inhibition	Large T inhibition	NOD1 inhibition	Rac1 GTP hydrolysis
O=C(COC(=O)CCc1c[nH]c(=O)[nH]1)Nc1ccccc1
 : -0.3%	-8%	-4%	-0.1%	3.7%	13%	10%	-7%	2%
O=C(N/N=C\C=C\c1ccc2c(c1)OCO2)C1COc2ccccc2O1 (stereo not drawn)
 : 0.1%	20%	7%	0.1%	1.1%	7%	7%	-15%	9%
O=S(=O)(Nc1ccc(Oc2ncccn2)c(Cl)c1)c1ccc(F)cc1
 : -0.2%	-5%	6%	-0.1%	-1.6%	-9%	1%	0%	-1%
O=C(O)CNC(=S)NCc1ccccc1
 : 0.3%	-6%	2%	-0.3%	0.3%	4%	-2%	-35%	-2%
Cn1cc(Cl)c(C(=O)NC2CCCCCC2)n1
 : 1.6%	34%	10%	0.3%	-2.7%	-2%	2%	-20%	-1%
CCC1=C(OC(=O)N(CC)CC)N2C(=O)OC(=NCCc3c[nH]c4ccccc34)[C@]2(C)[C@H]2C1=CC[C@H]1C(=O)N(CC(=O)OC)C(=O)[C@H]12
 : -1.1%	7%	4%	-0.1%	·	11%	5%	-1%	4%
C=CCn1c2ccccc2c(=O)c2cc(C#CC3(O)CCCCC3)ccc21
 : -0.1%	-30%[20 µM]	-2%	-0.1%	-1.2%	-88%	1%	-48%	9%
CCCNC(=O)c1ccccc1NC(=O)C1COc2ccccc2O1 (stereo not drawn)
 : 0.2%	-21%	7%	-0.1%	1.0%	10%	1%	13%	6%
CCN(CC(=O)Nc1ccc(OC(F)F)cc1)C1CCCCC1
 : -1.3%	-18%	-1%	0.1%	-5.0%	4%	10%	-21%	7%
CN(C)CCCNC(=O)c1cc(Br)ccc1O
 : -2.8%	16%	5%	-0.2%	·	-1%	7%	-4%	·
O=C(NCc1ccccc1)c1ccc(OCC2CCCO2)cc1 (stereo not drawn)
 : 4.2%	-9%	10%	0.1%	4.8%	-1%	1%	-22%	15%
COc1ccc(OC)c(-c2cc(C3CCN(C(=O)OC(C)(C)C)CC3)[nH]n2)c1
 : -1.6%	-18%	0%	-0.2%	-3.5%	8%	19%	-36%	18%
CC(=O)c1ccc(NC(=O)c2c(C)nn(-c3ccccc3)c2Cl)cc1
 : 0.4%	-3%[20 µM]	2%	0.0%	·	-32%	3%	-29%	-19%
O=C(O)c1cccc(CSc2nnc(Cc3ccccc3)o2)c1
 : 0.1%	26%	6%	-0.1%	-1.7%	1%	2%	-1%	-5%
Cc1ccc(C(C[N+](=O)[O-])c2c(-c3ccccc3O)[nH][nH]c2=O)cc1 (stereo not drawn)
 : 7.5%	-67%	7%	-0.2%	0.9%	16%	20%	-3%	1%
CC(=O)c1ccc(NC(=S)NNC(=O)c2ccccc2[N+](=O)[O-])cc1
 : -1.7%	10%	2%	-0.2%	-9.6%	9%	26%	-42%	9%
Cc1ccc(/C=N/NC(=O)CCCOc2ccc(Cl)cc2Cl)cc1[N+](=O)[O-]
 : 5.1%	-4%	13%	0.0%	7.1%	7%	2%	13%	14%
S=c1[nH]nc(C2CC2c2ccc(Cl)cc2)n1-c1ccc(Cl)cc1 (stereo not drawn)
 : 4.1%	-2%	5%	-0.2%	-3.0%	9%	0%	3%	5%
O=C(NCCc1ccccc1Cl)c1ccc2nc3ccccc3c(=O)n2c1
 : 2.5%	6%	0%	0.0%	2.2%	10%	6%	-13%	3%
O=C(O)CN1C(=O)/C(=C\c2ccccc2OCc2ccc(F)cc2)SC1=S
 : 60%	3%	-1%	0.0%	-8.7%	24%	31%	-3%	13%
Cc1nn(-c2ccc(F)cc2)c(Cl)c1/C=N/NC(=O)c1ccc(O)cc1
 : -1.3%	-33%	-4%	-0.5%	-1.6%	-36%	9%	-47%	2%
COc1ccccc1C(=O)N(Cc1ccc(C)o1)C1CCS(=O)(=O)C1 (stereo not drawn)
 : 1.7%	29%	13%	-0.1%	-0.8%	6%	11%	-31%	7%
Cc1cccc(N/C(N)=N/c2nc(C)c(Cc3ccccc3)c(=O)[nH]2)c1
 : 0.9%	-113%[20 µM]	-2%	-0.1%	·	-13%	7%	-34%	10%
COc1ccc2c(c1)CCc1cc(C(=O)O)sc1-2
 : 1.7%	17%	16%	-0.1%	-4.5%	26%	20%	-4%	0%
Cc1onc(-c2ccccc2)c1C(=O)N/N=C/c1cn(C)c2ccccc12
 : -1.8%	-18%	5%	-0.5%	2.9%	12%	4%	-16%	6%
O=C(O)C(c1ccccc1)N1C(=O)/C(=C\c2ccc(-c3ccc(Br)cc3)o2)SC1=S (stereo not drawn)
 : 143%	-1%	15%	-0.1%	1.8%	9%	·	9%	14%
Cc1nn(C)c(Oc2ccc(Cl)cc2)c1C=O
 : -3.6%	-4%	9%	0.2%	1.9%	9%	-2%	·	4%
CN1C(=O)NC(c2ccc(O)cc2)C2=C1CN(c1ccc(O)cc1)C2=O (stereo not drawn)
 : 0.1%	11%	5%	-0.2%	-4.7%	8%	8.6µM*	-32%	35µM*
CC(=O)Nc1cccc(S(N)(=O)=O)c1C
 : -0.4%	24%	11%	-0.1%	-1.1%	14%	3%	-1%	-6%
C=CCn1c(SCC(=O)NC2CCS(=O)(=O)C2)nnc1-c1cc2c(s1)CCC(CC)C2 (stereo not drawn)
 : 1.9%	17%	16%	-0.2%	-0.7%	-15%	14%	-22%	7%

# Screening results as filed in PubChem.
